Screening data (PubChem BioAssay)
PfM18AAP inh – PfM18AAP enzyme inhibition. recombinant PfM18AAP, H-Glu-NHMec fluorogenic cleavage. inhibition, % at 7.35 µM. 1.2% of 290,000 active. AID 1822;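 active = inhibition above the campaign mean inhibition over all tested compounds plus 3 SD, cut at about 28% in these data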;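 also: 0% = plate median of test compound wells and 100% = 2 mM ZnCl2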
DNA FID counter – displaces DNA intercalator in HCV helicase counter-screen | DNA fluorescent intercalator displacement, fluorescence | inhibition, % at 7.9 µM | 0.17% of 290,000 active; in the data active = inhibition above about 37%;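 also: 0% = vehicle and 100% = reference compound; higher means more ethidium bromide displaced from hairpin DNA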
SUMO HTRF inh – blocks human SUMOylation mediated by UBC9 | P63279 | HTRF SUMOylation assay, SAE1/SAE2 + UBC9, in vitro | inhibition, % at 35 µM | 0.36% of 290,000 active | AID 2006; in the data active = inhibition above about 50%, passing the limit was not always enough; also: strong numbers were not always called active
HCV NS3 hel inh – blocks Hepatitis C virus NS3 helicase unwinding | 0.56% of 290,000 active | NS3 helicase DNA unwinding, Cy5 molecular beacon fluorescence | inhibition, % at 10.9 µM;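 active = inhibition above the mean of all tested compounds plus 3 SD, set per campaign, cut at about 35% in these data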;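 also: 0% = DMSO wells and 100% = thioflavine S control wells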
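System: Hepatitis C virus NS3 helicase domain fragment enzyme | Reagent: Annealed dual-labelled DNA beacon duplex, ATP-started | Compound dosing: 10.9 µM single point, 0.8% DMSO | Incubation: 1 h reaction at 25 °C, ATP-initiated | Technique: Cy5 fluorescence | Evaluation: Percent inhibition from t60/t0 fluorescence ratio | Benchmarks: Low DMSO, high thioflavine S at 110 µM | Replication: Singlicate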
VIM-2 inhibitor – blocks Pseudomonas aeruginosa VIM-2 metallo-beta-lactamase. inhibition, % at 5.6 µM. AID 1527. purified VIM-2, nitrocefin hydrolysis, epi-absorbance fluorescence. 0.89% of 290,000 active;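 active = inhibition above the mean of all tested compounds plus 3 SD, cutoff set per screening run, cut at about 7.5% in these data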;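 also: red hydrolysis product quenches plate fluorescence so inhibitors raise well fluorescence; 0% = enzyme with DMSO and 100% = DMSO without enzyme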
IMP-1 inhibitor – blocks Pseudomonas aeruginosa IMP-1 metallo-beta-lactamase. purified IMP-1, nitrocefin hydrolysis, epi-absorbance fluorescence. inhibition, % at 5.6 µM. 0.45% of 290,000 active;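 active = inhibition above the mean plus 3 SD of all compounds in the same screening run, cut at about 4.5% in these data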;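 also: 0% = IMP-1 with DMSO and 100% = DMSO wells lacking enzyme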
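System: Purified IMP-1 | Read-out basis: Percent enzyme inhibition | Controls: IMP-1 with DMSO as 0%, enzyme-free DMSO as 100% | Replicates: One well per compound | Doses: 5.6 µM nominal single concentration | Detection: Epi-absorbance fluorescence, 480 nm excitation, 530 nm emission | Incubation: 25 °C, 15 min preincubation, 25 min reaction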
IDE cell inh – inhibits human insulin-degrading enzyme in HEK cells; P14735; FAbetaB cleavage, fluorescence polarization; inhibition, % at 5.59 µM; 0.41% of 320,000 active;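 active = percent inhibition above the average of all tested compounds plus 3 SD, set per screening campaign, cut at about 16% in these data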;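 also: IDE supplied by intact live HEK cells; FP after avidin binding of uncleaved biotin substrate so inhibition keeps polarization high; 0% = DMSO wells and 100% = 60 µM reference IDE inhibitor Ii1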
Target sequence (P14735 whole entry, looked up): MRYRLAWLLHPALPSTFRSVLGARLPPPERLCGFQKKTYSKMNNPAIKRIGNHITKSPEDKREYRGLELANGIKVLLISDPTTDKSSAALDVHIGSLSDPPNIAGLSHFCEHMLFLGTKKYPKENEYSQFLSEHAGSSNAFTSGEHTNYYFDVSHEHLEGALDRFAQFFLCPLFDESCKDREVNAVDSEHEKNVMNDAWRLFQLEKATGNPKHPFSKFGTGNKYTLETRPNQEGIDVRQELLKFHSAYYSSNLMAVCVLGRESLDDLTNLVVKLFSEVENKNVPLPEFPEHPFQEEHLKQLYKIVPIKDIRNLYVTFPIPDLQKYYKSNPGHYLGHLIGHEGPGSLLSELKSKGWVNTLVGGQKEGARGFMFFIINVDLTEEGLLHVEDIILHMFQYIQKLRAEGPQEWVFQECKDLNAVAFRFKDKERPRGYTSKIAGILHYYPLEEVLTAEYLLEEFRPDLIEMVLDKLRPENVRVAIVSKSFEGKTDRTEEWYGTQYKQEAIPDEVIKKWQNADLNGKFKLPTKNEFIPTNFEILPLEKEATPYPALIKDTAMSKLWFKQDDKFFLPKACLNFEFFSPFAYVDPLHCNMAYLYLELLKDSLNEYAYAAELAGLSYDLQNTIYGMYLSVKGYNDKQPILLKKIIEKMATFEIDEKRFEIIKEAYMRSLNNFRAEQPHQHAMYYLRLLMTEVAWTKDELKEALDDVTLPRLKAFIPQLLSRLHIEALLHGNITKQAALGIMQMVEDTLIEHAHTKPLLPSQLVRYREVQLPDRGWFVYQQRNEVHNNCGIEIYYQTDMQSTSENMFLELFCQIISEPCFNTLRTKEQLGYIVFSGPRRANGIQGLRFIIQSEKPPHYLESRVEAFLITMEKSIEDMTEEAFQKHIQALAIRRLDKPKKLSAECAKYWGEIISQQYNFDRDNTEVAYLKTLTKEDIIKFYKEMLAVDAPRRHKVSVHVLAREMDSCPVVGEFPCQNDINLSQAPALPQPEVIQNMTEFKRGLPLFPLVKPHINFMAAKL
IDE cell activ – boosts human insulin-degrading enzyme activity in HEK cells. FAbeta-B cleavage, fluorescence polarization; 0% vehicle, 100% cell-free pure enzyme wells. activation, % at 5.96 µM. 0.073% of 340,000 active;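 active = activation above the mean of all tested compounds plus 3 SD, set per screening campaign, cut at about 17% in these data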
pCIP destab – p/CIP protein destabilization; Q05BA5; F442A p/CIP-EGFP cells, EGFP fluorescence, 16 h; decrease of EGFP signal, % at 10 µM; 0.01% of 290,000 active; AID 1984;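 active = EGFP signal decrease of at least 30% at 10 µM or well 3 SD below plate mean, unless failing retest; inactive = the rest, including hits failing retest or dose response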; also: some compounds called inactive have numbers as strong as hits; many of its hits are not listed in these tables
* = called active by the depositor; . = not tested or not shown; & = joins results of further samples.

SMILES	PfM18AAP inh	DNA FID counter	SUMO HTRF inh	HCV NS3 hel inh	VIM-2 inhibitor	IMP-1 inhibitor	IDE cell inh	IDE cell activ	pCIP destab
COc1ccc(CCNC(=O)c2nn(C)cc2Cl)cc1	-2	-7	2	-13	-1.4	-4.6	-2	-2	-4
Cc1ccc(NC(=O)COCC(=O)Nc2ccc(C)cc2)cc1	10	-14	-9	3	-0.1	-1.4	6	-2	0
Cc1ccc(S(=O)(=O)N/N=C/c2cnn(C)c2C)cc1	-40	-5	16	-5	-2.0	-2.5	-6	2	-9
COc1cc2c(cc1OC)C(COc1ccc([N+](=O)[O-])cc1)NCC2 (stereo unspecified)	15	-2	28	0	-2.9	-2.5	-5	4	0
CSc1nc(Cl)c(Cc2ccc(OC(C)C)cc2)c(N(C)C)n1	-2	-1	-21	7	-2.0	-3.5	0	0	-11
Cc1nn(-c2ccccc2)c(N)c1C(O)(C(F)(F)F)C(F)(F)F	8	-9	1	25	-1.3	-1.8	3	3	-5
COC(=O)CCC(=O)OC1(C)C(=O)C=C2C=C(C3CC3)N(Cc3ccccc3)C=C2C1=O (stereo unspecified)	.	.	23	.	.	.	1	2	-3
C/C(N)=C(/C#N)C(=O)CSc1nnc(Nc2ccccc2C)s1	-12	-10	18	-6	3.0	2.3	-2	3	-20
CCOC(=O)C1CCCN(S(=O)(=O)c2ccc3ccccc3c2)C1 (stereo unspecified)	5	-27	10	-3	-3.2	-2.3	1	0	1
CCCNC(=O)COc1ccc(-c2nn(C)c(=O)c3ccccc23)cc1	-3	-32	18	-2	13*	-0.8	5	5	-8
O=C(c1ccco1)N1CCN(C(=O)C(Sc2ccccc2)c2ccccc2)CC1 (stereo unspecified)	-3	-28	2	-5	1.0	-1.1	-3	-5	-4
O=C(CSc1nnc2n1CCCN2)c1ccccc1	7	0	-4	11	-0.2	-2.9	5	.	-4
O=C(NCc1csc(-c2cccs2)n1)Nc1ccc(C(F)(F)F)cc1	-5	-2	0	17	-0.7	-0.8	4	.	9
Cc1cc(NC(=O)COc2cccc([N+](=O)[O-])c2)no1	-3	-6	-12	15	-1.0	-1.4	-4	4	-2
COc1cc(NC(=S)NCc2cccnc2)cc(OC)c1	-12	-3	15	-5	0.5	1.0	5	-1	-23
Cc1nn(Cc2ccccc2)c(N)c1C#N	-1	-3	2	-5	-2.7	-1.4	-5	4	-16
CC1CCCCC1NC1=NCCCS1 (stereo unspecified)	-7	-1	7	1	-1.1	-2.1	-2	.	0
Cc1cnc(C(=O)Nc2ccc(N3CCOCC3)cc2)cn1	1	0	-4	-3	-3.6	-2.1	-2	7	2
Cc1nc(N2CCOCC2)nc2c1CCC2	1	0	-1	-11	-3.4	-2.1	-1	3	10
O=C(N/N=C/c1ccccn1)c1ccc(Cl)cc1	8	-3	12	2	-2.3	-2.8	0	0	-3
CCCn1c(SCC(=O)NC2CC2)nnc1-c1cccs1	-1	-10	7	3	-3.3	-2.2	2	5	-8
O=C(Nc1ccc(F)cc1)c1ccc(S(=O)(=O)N2CCCC2)cc1	-7	-12	-2	2	-2.3	-1.4	-3	3	2
O=S(=O)(Nc1ccc(N2CCCCC2)cc1)c1ccc(F)cc1F	10	-8	0	6	-3.1	-2.7	5	.	-2
O=C(NCC1CCCO1)Nc1ccc(Cl)cc1 (stereo unspecified)	4	-3	-1	0	-0.6	-4.6	5	6	5
COc1ccc(NC(=O)C2CCC(CNc3c(N4CCC(C)CC4)c(=O)c3=O)CC2)cc1OC (stereo unspecified)	4	-33	14	-1	-5.7	-3.3	0	-4&2	-4
SMILES	PfM18AAP inh	DNA FID counter	SUMO HTRF inh	HCV NS3 hel inh	VIM-2 inhibitor	IMP-1 inhibitor	IDE cell inh	IDE cell activ	pCIP destab
CCc1ccc(N2CC34C=CC(O3)C(C(=O)OC)C4C2=O)cc1 (stereo unspecified)	0	1	5	5	-0.8	-0.3	-1	8	-18
N#CC1=C2N=C(N)c3ccccc3N2C2=C(C(=O)CCC2)C1c1ccc(Cl)cc1 (stereo unspecified)	14	-8	-2	-6	-2.4	-2.9	4	0	2
COc1ccc(OCC(=O)NCC(c2ccc(OC)cc2)N2CCCCC2)cc1 (stereo unspecified)	-4	3	19	2	-1.8	-1.5	-14	10	6
CC1(C)CC(=O)C/C(=N\NC(=S)NCc2ccccc2)C1	43*	-27	12	7	-1.6	-3.1	2	-3	-1
CCOc1ccc(Br)cc1C(=S)N1CCCC1	-7	-7	22	-13	0.7	-0.2	3	1	-6
COc1cccc(C(=O)OCC(=O)NCCc2ccccc2)c1OC	-1	-14	15	7	1.0	-3.1	-4	-4	-7
CCOc1ccc(OCC(O)CNC2CCN(Cc3ccccc3)CC2)cc1 (stereo unspecified)	-6	29	16	-12	-2.1	-0.9	2	3	-17
Cc1noc(C)c1COc1cccc(C(=O)NCc2ccccc2Cl)c1	-11	-22	-9	1	-0.7	1.2	-1	5	-11
CCOC(=O)CCCNC(=O)CCNC(=O)c1ccc(OCC)cc1	-8	-1	-4	-6	-0.2	-1.7	-1	2	6
O=C(Nc1cccc(-n2cccn2)c1)C1CCCN(Cc2ccc(C#CCCO)cc2)C1 (stereo unspecified)	3	5	1	-22	-2.9	-3.3	1	-1	8
COc1ccccc1CNC(=O)C1CCCN(S(=O)(=O)c2ccc3c(c2)CC(C)N3C(C)=O)C1 (stereo unspecified)	-4	-53	11	-2	-1.1	-0.5	-2	1	-3
CC1C(=NO)C(C)C(c2ccc(N(C)C)cc2)NC1c1ccc(N(C)C)cc1 (stereo unspecified)	6	-10	4	-12	-1.6	0.6	-2	-1	0
CCCNC(=S)N1CCC(NC(=O)c2cccc(C)c2)CC1	-12	-8	10	2	0.4	-2.4	-1	3	-4
Cc1ccc(Cl)cc1N1CCN(S(=O)(=O)c2ccc3c(c2)oc(=O)n3C)CC1	5	-7	8	-1	1.3	-2.5	0	-1	-2
Cc1ccc2nc(Cl)c(/C=C/C(=O)c3ccco3)cc2c1	2	0	4	11	-1.8	-0.8	2	6	-8
COc1ccc(-n2cc(-c3ccccc3)c3c(=O)[nH]cnc32)cc1	-4	-19	9	-5	-1.1	-0.8	-3	5	-14
CCC(=O)Nc1cc(C(F)(F)F)ccc1N1CCCC1	-2	-1	-2	-3	-4.1	-2.6	9	3	-4
COc1ccc2c(=O)cc(-c3ccccc3F)oc2c1	-8	-16	30	2	2.2	-0.4	0	-6	-6
COC(=O)C(CC(=O)O)NCc1ccco1 (stereo unspecified)	-1	0	18	0	-1.3	-2.0	0	6	-18
Cc1cccc(NC(=O)c2sc3ncn(CC(=O)N4CCN(c5ccccn5)CC4)c(=O)c3c2C)c1	7	-48	-12	-28	-1.3	-1.5	2	-6	-7
Cn1c(N)c(C(=O)COC(=O)c2cc(C(F)(F)F)nc3ccccc23)c(=O)n(C)c1=O	-9	-1	-4	-19	0.1	-3.9	-2	.	6
CC(=O)N1CCN(S(=O)(=O)c2cccc(C(=O)NC3CCCc4ccccc43)c2)CC1 (stereo unspecified)	-9	-19	11	-12	-4.0	-1.8	-3	6	5
N#Cc1c(N)nc2c(c1-c1cccnc1)CCCCC2	-1	-13	7	3	-2.1	-3.4	6	-11	-4
Cc1ccc(S(C)(=O)=NC(=O)c2cc(C)on2)cc1 (stereo unspecified)	6	-4	0	6	-4.2	-2.5	9	3	1
O=C(CC(c1ccccc1)c1ccccc1O)NCc1ccccc1 (stereo unspecified)	8	-9	5	0	0.2	-2.5	0	2	2
Cc1cc(C)nc(/N=C(\N)Nc2ccccc2-c2ccccc2)n1	-3	2	10	-22	-2.4	-1.6	10	5	-12
CCOc1ncnc2c1sc1nc(C)cc(C)c12	-1	-5	2	10	-3.1	-4.3	4	-1	-19

4 of these compounds in another layout:
Second line of a record – PfM18AAP inh, DNA FID counter, SUMO HTRF inh, HCV NS3 hel inh, VIM-2 inhibitor, IMP-1 inhibitor, IDE cell inh, IDE cell activ, pCIP destab
Cc1noc(C)c1COc1cccc(C(=O)NCc2ccccc2Cl)c1
    -11, -22, -9, 1, -0.7, 1.2, -1, 5, -11
C/C(N)=C(/C#N)C(=O)CSc1nnc(Nc2ccccc2C)s1
    -12, -10, 18, -6, 3.0, 2.3, -2, 3, -20
COC(=O)CCC(=O)OC1(C)C(=O)C=C2C=C(C3CC3)N(Cc3ccccc3)C=C2C1=O (stereo unspecified)
    ., ., 23, ., ., ., 1, 2, -3
CCCNC(=O)COc1ccc(-c2nn(C)c(=O)c3ccccc23)cc1
    -3, -32, 18, -2, 13*, -0.8, 5, 5, -8

A second format for part of the listing above:
Under each structure: PfM18AAP inh	DNA FID counter	SUMO HTRF inh	HCV NS3 hel inh	VIM-2 inhibitor	IMP-1 inhibitor	IDE cell inh	IDE cell activ	pCIP destab
> COc1ccc2c(=O)cc(-c3ccccc3F)oc2c1
  -8	-16	30	2	2.2	-0.4	0	-6	-6
> CCCNC(=S)N1CCC(NC(=O)c2cccc(C)c2)CC1
  -12	-8	10	2	0.4	-2.4	-1	3	-4
> CCOc1ccc(OCC(O)CNC2CCN(Cc3ccccc3)CC2)cc1 (stereo unspecified)
  -6	29	16	-12	-2.1	-0.9	2	3	-17
> CC(=O)N1CCN(S(=O)(=O)c2cccc(C(=O)NC3CCCc4ccccc43)c2)CC1 (stereo unspecified)
  -9	-19	11	-12	-4.0	-1.8	-3	6	5
> COc1ccc(-n2cc(-c3ccccc3)c3c(=O)[nH]cnc32)cc1
  -4	-19	9	-5	-1.1	-0.8	-3	5	-14
> CCc1ccc(N2CC34C=CC(O3)C(C(=O)OC)C4C2=O)cc1 (stereo unspecified)
  0	1	5	5	-0.8	-0.3	-1	8	-18
